SENP7 block = SENP7 protease inhibitors, primary screen, biochemical, luminescence, uHTS; inhibition, % at 5 µM; actives 1.5% (n = 330,000); Sentrin-specific protease 7 (Homo sapiens), Q9BQF6; recombinant SENP7, Z-RLRGG-aminoluciferin luminescence, 40 min;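 active = inhibition above about 50% at the single test dose, limit read from the data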;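 also: plate controls were DMSO with enzyme for no effect and no enzyme buffer wells for full effect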
SENP6 inh = SENP6 protease inhibitors, primary screen, biochemical, luminescence, uHTS; AID 2599, 2010; Recombinant SENP6 catalytic domain, aminoluciferin luminescence; Sentrin-specific protease 6 (Homo sapiens), Q9GZR1; actives 1.8% (n = 330,000); inhibition, % at 10 µM;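 active = inhibition above about 50% at the single tested dose, limit read from the data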;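 also: plate controls were DMSO wells with enzyme for no effect and DMSO wells lacking enzyme for full effect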
SENP1 FRET inh = human SENP1 catalytic domain inhibitors, primary screen, biochemical, FRET, uHTS | Sentrin-specific protease 1 (Homo sapiens), Q9P0U3 | recombinant SENP1 catalytic domain, CyPet-SUMO1-YPet FRET cleavage | inhibition, % at 10 µM | actives 0.21% (n = 360,000);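 active = inhibition at least 30% at 10 µM, raw YFP signal under a set limit, fluorescence ratio 0.5 to 1.5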;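 also: 0% = enzyme with DMSO and 100% = no enzyme wells; some results filed as inactive read as strong as hits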
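system = hSENP1 catalytic domain, recombinant | reagent = SFCypet-SUMO1-SFYpet substrate at 25 nM | doses = one dose per compound, 10 µM, 0.5% DMSO | incubation = enzyme reaction for 50 min at room temperature, dark | measured by = FRET, CFP and YFP emission | controls = no-enzyme low, enzyme-DMSO high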
HKDC1 inhibitor = HKDC1 hexokinase inhibitors, primary screen, biochemical, fluorescence, uHTS; inhibition, % at 20 µM; actives 0.16% (n = 340,000); recombinant HKDC1, G6PDH/diaphorase resazurin coupled fluorescence; AID 493160, 2011;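 active = inhibition above about 35% when tested at 20 µM, limit read from the data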;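 also: plate controls were DMSO wells with enzyme for no effect and DMSO wells lacking enzyme for full effect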
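test system = in-house recombinant HK5 (HKDC1) enzyme | amount = HKDC1 at 5 µg/mL | control set = DMSO-enzyme wells negative, buffer-substituted wells positive | compound = one dose of 20 µM, 1% DMSO | schedule = reaction time 90 min, room temperature, protected from light | technique = resorufin fluorescence at 613 nm | reagent = glucose with 1 mM ATP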
Apaf1 inhib = inhibitors of human Apaf-1 apoptosome, primary screen, biochemical, DEVD-Rh110 fluorescence, uHTS. Apoptotic protease-activating factor 1 (Homo sapiens), O14727. reconstituted apoptosome caspase-3 activity. inhibition, % at 20 µM. actives 0.71% (n = 330,000); active = inhibition of at least 40% at 20 µM;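 also: plate controls were DMSO wells for no effect and DEVD-CHO caspase inhibitor wells for full effect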
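Material: reconstituted apoptosome with Apaf-1, cytochrome c, caspase-9, procaspase-3, dATP / Buffer or medium: pH 7.5 Hepes buffer with CHAPS, BSA, DTT / Also added: cytochrome c with DEVD-Rh110 / Schedule: compound with Apaf-1, dATP, procaspase-3 30 min, then 50 min reaction, room temperature / Technique: rhodamine 110 fluorescence at Ex 480/Em 540 nm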
PfG6PD inh = PfG6PD enzyme inhibitors, primary screen, biochemical, fluorescence intensity, uHTS | glucose-6-phosphate dehydrogenase-6-phosphogluconolactonase (Plasmodium falciparum 3D7) | PfGluPho enzyme, NADPH resazurin-diaphorase fluorescence | inhibition, % at 20 µM | actives 0.78% (n = 350,000) | AID 504690, 2011;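 active = inhibition reaching at least a set limit at 20 µM in the primary screen, cut at about 59% in these data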;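 also: 0% = DMSO wells with substrate and 100% = DMSO wells lacking glucose-6-phosphate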
SENP8 block-1 = human SENP8 protease inhibitors, primary screen, biochemical, fluorescence, Nedd8 protein substrate, uHTS; Sentrin-specific protease 8 (Homo sapiens), Q96LD8; recombinant SENP8; inhibition, % at 20 µM; actives 0.64% (n = 360,000); AID 602440, 2012; in the data active = inhibition mostly above about 40%, no sharp cut-off; inactive = mostly below about 27%
SENP8 block-2 = SENP8 protease inhibitors, primary screen, biochemical, luminescence; Sentrin-specific protease 8 (Homo sapiens), Q96LD8; purified SENP8, Z-RLRGG-aminoluciferin cleavage; inhibition, % at 10 µM; actives 1.2% (n = 330,000); AID 2540, 2010; in the data active = inhibition above about 50%
Active calls of the source: *; · = no result given.

SMILES	SENP7 block	SENP6 inh	SENP1 FRET inh	HKDC1 inhibitor	Apaf1 inhib	PfG6PD inh	SENP8 block-1	SENP8 block-2
C/C(=N/OC(=O)c1ccc(C)cc1)c1ccc(N2C(=O)C3CCCCC3C2=O)cc1 (configuration not stated)	-4	-16	6	1	18	21	9	-7
C/C(CCc1ccc2c(c1)OCO2)=N\N=C(/N)SC1CC(=O)N(c2ccccc2F)C1=O (configuration not stated)	-6	10	4	-3	-2	8	23	-4
CCCCN(C(=O)c1ccc(S(=O)(=O)N(C)c2ccccc2)cc1)c1c(N)n(CCC)c(=O)[nH]c1=O	·	·	-2	-9	·	2	3	·
CCOc1ccc(OCC)c(S(=O)(=O)NCc2cccnc2)c1	-6	5	0	1	7	-3	10	-7
CC(=O)c1cc(CN2CCN(C3CCCCC3)C(CCO)C2)cs1 (configuration not stated)	18	-8	3	-2	0	-1	14	-6
COc1cccc(NC(=S)Nc2ccc(Br)cc2Cl)c1	2	-23	6	-5	10	2	31	-9
COc1cc(O)c2c(=O)c(-c3ccc(O[C@@H]4O[C@H](CO)[C@@H](O)[C@H](O)[C@H]4O)cc3)coc2c1	4	-7	1	-2	2	-7	19	1
O=C(CSc1nnc(-c2cccnc2)s1)Nc1cccc(C(=O)O)c1	0	8	0	-8	6	4	11	3
CC1=C(C(=O)OCCNC(=O)c2cccnc2)C(c2cccc([N+](=O)[O-])c2)C(C(=O)OCCN(C)C)=C(C)N1 (configuration not stated)	-3	-3	0	8	-2	7	21	2
COc1ccc(NC(=O)CN2C(=O)C(C)SC(C)C2=O)c(OC)c1 (configuration not stated)	-5	11	0	-10	9	-1	21	-2
O=C1N(Cc2cccnc2)C[C@@H]2C[C@@H](c3cccc(C(F)(F)F)c3)N3CCC[C@@]123	-3	-5	0	2	-6	2	2	5
CCN1CCN(c2ccc(S(=O)(=O)N3CCCCC3)cc2NC(=O)c2cc3ccccc3o2)CC1	3	-14	-6	7	34	11	-53	-4
CCCC(=O)Nc1c(-c2ccc(OC)cc2)c(=O)c2ccccc2n1C	-11	-18	0	-10	-7	-4	-267	-8
Cc1cc(C(=O)CN2C(=O)C(=O)N(CC(C)C)C2=O)c(C)n1-c1ccccc1F	-6	-38	1	-4	12	3	6	-3
CCOCCn1c(=NC(=O)c2cc(Cl)sc2Cl)sc2cc(S(N)(=O)=O)ccc21	1	5	·	·	-2	·	·	3
CC/C(=N/NC(=O)c1ccc2c(c1)OCO2)c1ccccc1O	-2	-7	-36	-31	-11	-33	-27	-1
Cc1cccc(CCN(C(=O)Cc2cccs2)C(C(=O)NC2CCCCC2)c2cccnc2)c1 (configuration not stated)	-7	-4	2	0	14	2	-3	1
O=C(COC(=O)CCC1CCCC1)Nc1ccc(F)cc1Cl	5	-9	4	-1	12	0	-1	-1
O=[N+]([O-])c1ccn(-c2nc(-c3cccs3)cc(C(F)(F)F)n2)n1	-4	15	1	-9	-7	-4	24	-4
COc1ccc(-c2ccc(SCC(=O)NCc3ccco3)nn2)cc1OC	9	-4	1	1	-1	16	-3	-3
CC(=O)OCC1CC(COC(C)=O)C(COC(C)=O)CC1COC(C)=O (configuration not stated)	·	·	0	1	·	-3	10	·
O=C(Nn1cnnc1)c1cc(-c2ccccn2)nc2ccccc12	-5	-49	-2	-1	1	3	24	-3
COc1cc(C2NC(=S)NC(c3ccccc3)=C2C(C)=O)ccc1O (configuration not stated)	3	5	-1	-3	-8	6	8	-4
CC1=C(C(=O)Nc2ccccc2C(=O)NCc2ccccc2)SCCO1	-1	5	1	1	10	-5	22	-1
Cc1ccc(NC(=O)c2ccc(NCc3ccc(F)cc3)nc2)cc1	-10	-15	-1	1	-4	-17	9	-4
COc1cccc(NC(=O)CNC(=O)Cn2cnc3sc(C)c(C)c3c2=O)c1	-6	-16	2	-4	4	-12	6	-10
COC(=O)N1N=C(c2ccc(Br)cc2)CC1(O)C(F)(F)F (configuration not stated)	14	25	2	-3	9	-2	17	-1
Cc1cccn2c(=O)c(C=NCCO)c(NCc3ccco3)nc12	-4	-10	-48	0	22	-23	-311	-2
Cc1nnc(C)n1/N=C/c1cccc([N+](=O)[O-])c1	0	-5	-1	-5	9	11	14	4
COc1ccc(NC(=O)Cn2cc(S(=O)(=O)Cc3ccccc3)c3ccccc32)c(OC)c1	-7	-6	-6	3	-2	4	-2	-1
CCN1C(=O)c2ccccc2Sc2ccc(C(=O)NCCN3CCOCC3)cc21	9	-10	1	-8	2	9	13	-6
CCOc1ccc(/C=N/n2nnnc2N)cc1OCC	8	21	1	-2	-3	-10	-127	-1
CC(NC(=O)c1ccco1)c1ccc(-n2ccnc2)cc1 (configuration not stated)	10	-15	1	0	-5	-13	31	-12
CCOCCCNC(=O)CCC(=O)NNc1nc2ccccc2c2nc(-c3ccccc3)nn12	1	0	0	-9	4	49	0	-4
O=C(CS(=O)(=O)c1ccccc1)Nc1nnc(C(F)(F)F)s1	2	0	1	-2	1	6	9	2
CN(C)/C=C/C(=O)c1ccc([N+](=O)[O-])c(CS(=O)(=O)c2ccc(Cl)cc2)c1	2	-21	3	-4	7	18	24	-3
COc1ccc(N2CCN(S(=O)(=O)c3cc(Br)cnc3N)CC2)cc1	-14	3	1	-4	-5	-12	11	-9
Cc1cc(C)c(C2C3=C(Nc4c2c(C)nn4-c2ccccn2)c2ccccc2C3=O)c(C)c1 (configuration not stated)	5	-12	4	3	31	9	23	-2
COC1(OC)C(/C=C/c2ccc(C)cc2)C(C#N)(C#N)C1(OC)OC (configuration not stated)	-2	4	2	4	11	3	28	-3
CCOc1ccccc1Nc1cc(C)nc2ccc(C)cc12	-10	3	1	-4	-2	-3	-32	-3
Cc1cc(C)n(Cc2ccc(C(=O)O)cc2)n1	-4	-3	0	3	-13	-13	11	9
CC1=C(C(=O)OCC2CCCO2)C(c2coc3ccccc3c2=O)C2=C(CCCC2=O)N1 (configuration not stated)	-5	-13	-2	-9	-9	-14	-32	-1
COc1ccc(OC)c(NC(=O)Cn2cc(C=O)c3ccccc32)c1	2	-1	-1	0	-1	2	7	5
CCOc1ccccc1N1CCN(C(=O)c2cc(-c3cc(OC)ccc3OC)nc3ccccc23)CC1	-4	-12	0	5	15	3	-299	-8
CCOC(=O)N1CCN(C(=O)CSc2nc3c(cnn3-c3ccc(Cl)cc3)c(=O)[nH]2)CC1	-4	-4	1	-1	-1	-16	6	8
NC(=O)CSc1nnc(CNc2cccc(Cl)c2)n1CCc1ccccc1	-7	9	2	1	13	12	24	-7
CN(C)Cc1c(O)ccc2c(=O)c(-c3ccccc3)c(C(F)(F)F)oc12	2	-3	-3	-4	3	-7	-5	1
CSc1ccc(S(=O)(=O)NCCSc2ccccn2)cc1	-11	-20	1	-6	-2	7	4	-3
COCC(=O)Nc1nc2ccc(S(C)(=O)=O)cc2s1	3	-15	1	-1	5	6	-9	-10
N#Cc1nc(Cc2ccccc2)oc1NCCCn1ccnc1	5	1	-16	-8	-11	-1	-18	6

Exported comma-delimited: 5 of the compounds above
canonical_smiles,SENP7 block,SENP6 inh,SENP1 FRET inh,HKDC1 inhibitor,Apaf1 inhib,PfG6PD inh,SENP8 block-1,SENP8 block-2
CCOc1ccccc1N1CCN(C(=O)c2cc(-c3cc(OC)ccc3OC)nc3ccccc23)CC1,-4,-12,0,5,15,3,-299,-8
CCOC(=O)N1CCN(C(=O)CSc2nc3c(cnn3-c3ccc(Cl)cc3)c(=O)[nH]2)CC1,-4,-4,1,-1,-1,-16,6,8
NC(=O)CSc1nnc(CNc2cccc(Cl)c2)n1CCc1ccccc1,-7,9,2,1,13,12,24,-7
CN(C)Cc1c(O)ccc2c(=O)c(-c3ccccc3)c(C(F)(F)F)oc12,2,-3,-3,-4,3,-7,-5,1
CSc1ccc(S(=O)(=O)NCCSc2ccccn2)cc1,-11,-20,1,-6,-2,7,4,-3

Next entries
SMILES	SENP7 block	SENP6 inh	SENP1 FRET inh	HKDC1 inhibitor	Apaf1 inhib	PfG6PD inh	SENP8 block-1	SENP8 block-2
CC(=O)c1cccc(NC(=O)C2C3C=CC(C3)C2C(=O)O)c1 (configuration not stated)	1	-1	0	3	-3	-30	9	-2
CCOC(=O)N1CCC(NCc2c(C(=O)N(C)Cc3ccccc3)nc3ccccn23)CC1	-9	2	-1	-4	-13	3	-1	-10
CCOc1ccc(-n2ccnc2SCC(=O)Nc2nnc(CC)s2)cc1	-3	-14	1	2	-3	-30	16	8
COc1ccccc1C(=O)COC(=O)CNS(=O)(=O)c1ccc(NC(C)=O)cc1	-15	-5	-2	0	5	-8	-5	-7
COc1ccc(-c2nc(CS(=O)CC(=O)N3CCN(C)CC3)c(C)o2)cc1OC (configuration not stated)	-4	0	0	-2	5	15	4	3
COC(=O)C1=C(C)N(CC2CC2)C(=O)N[C@H]1c1ccc(Br)cc1	-3	-7	·	7	17	-10	·	3
Cc1ccnc(OC(C(=O)O)C(OCCc2ccccc2)(c2ccccc2)c2ccccc2)n1 (configuration not stated)	1	10	2	-1	3	0	3	-6
CC1CCCCC12NC(=O)N(CC(=O)NCc1ccccc1Cl)C2=O (configuration not stated)	6	-4	2	-6	-8	1	4	3
O=C(NCc1nnc2c(C(F)(F)F)cc(Cl)cn12)c1ccc2c(c1)OCO2	3	-9	-3	-1	5	-10	-7	5
CCC(C)n1c(SCc2ccccc2)nc2ccsc2c1=O (configuration not stated)	7	-3	1	3	19	11	17	-2
O=C(NC1CC1)C1=C[C@@H](c2ccc(C(F)(F)F)cc2)C[C@@H](OCCCCO)O1	-11	0	-1	4	3	9	-32	3
O=C1Cc2cc(S(=O)(=O)N3CCNCC3)ccc2N1	4	12	-2	-4	40*	-1	3	8
O=C(NCc1ccc(F)cc1)c1cccs1	3	-20	5	-6	5	5	3	-11
Cn1c(=O)c(Nc2ccc(Cl)cc2)c2c3c(cccc31)C(=O)c1ccccc1-2	1	5	·	-11	10	19	·	6
COc1ccc(Br)cc1/C=N/NC(=O)c1ccc2nc[nH]c2c1	-13	5	0	-4	26	2	6	-16
O=C(CSc1nnc(-c2ccccc2O)o1)N1CCCCC1	3	9	0	-5	7	-3	-6	-3
O=C(NC1CCCC1)C(=O)N(Cc1cccnc1)C(C(=O)NCc1ccco1)c1ccccc1F (configuration not stated)	3	-30	-1	2	0	-9	0	-4
COc1ccccc1N=NC1C(=O)N(C(N)=S)N=C1C (configuration not stated)	5	-12	7	-4	2	12	31	2
CCOc1ccc(C2NC(=O)C(C#N)=C(S)N2c2ccc(OC)cc2)cc1OC (configuration not stated)	5	3	-3	10	1	11	13	-7
Cc1csc2nc(O)c(C(=O)NC3CCCCCC3)c(=O)n12	-2	8	1	-5	16	-1	-4	15

Source: PubChem BioAssay
